# Source: PubChem
# S3 lipid droplet: qHTS Assay for Lipid Storage Modulators in Drosophila S3 Cells; Drosophila S3 cells, BODIPY lipid droplet fluorescence, 18-24 h; cells fed with added oleic acid; Potency in µM for hits, for the others lipid storage change, negative = inhibition, % at the top dose, mostly 46.1 µM; 320,000 tested, 0.64% active; AID 2685; active = well fitted inhibition curve with a large enough effect in the signal ratio, with a control signal flat, not every such curve was filed as active; inconclusive = small, poorly fitted or top-dose-only effect, or effect the other way, or a change in a side signal; the % refers to the signal ratio
#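 Drosophila S3 cells got compounds at several concentrations plus oleic acid (400 uM solution). Laser-scanning cytometry with 488 nm excitation read lipid droplets at 500-530 nm and cells at 575-640 nm. Percent activity was relative to 20 uM Triacsin C.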
# S3 lipid droplet cell count max: recorded beside S3 lipid droplet, whose call it bears; cell number change, %; measured here: cell count max response;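 cells counted by Cell Tracker Red CMTPX staining in the red channel; peak over a dose series mostly up to 46.1 µM; percent activity relative to internal control wells on each plate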
# Active calls of the source: *; i = inactive; ? = inconclusive; · = no result given; [ ] = remark or other dose. % is scaled to controls: 0 for no effect and ±100 for the full control effect; potency is read from the fitted curve at half-maximal effect. These rows are one share of the data. The share of hits here may be higher or lower than overall.
S3 lipid droplet	S3 lipid droplet cell count max	Compound
4%	-1	COc1ccc(C2CC(=O)Nc3ccccc3S2(=O)=O)cc1OC (stereo not given)
?	·	O=C1CC(N2CCN(S(=O)(=O)c3cccc(C(F)(F)F)c3)CC2)C(=O)N1Cc1ccccc1 (stereo not given)
-13%	1	COCCCN1C(=O)CS/C1=N\S(=O)(=O)c1ccccc1
17%	18	CN1CCN(c2ccc(NC(=O)c3ccc(-c4cccc([N+](=O)[O-])c4)o3)cc2)CC1
?	·	Oc1ccccc1OCC(O)c1ccccc1 (stereo not given)
-16%	1	O=C1CN(S(=O)(=O)c2ccccc2)c2ccccc2N1
?	·	CC(C)Cn1cnc2c1c(=O)n(CC(=O)N(C)C)c(=O)n2Cc1ccccc1
?	·	S=C(c1ccc(-c2ccc(Cl)cc2Cl)o1)N1CCCCC1
?	·	CC(=O)NC(c1cc(Cl)c2cccnc2c1O)C(C)C (stereo not given)
-7%	-1	Cc1c(C)c2ccc(Oc3ccc([N+](=O)[O-])cc3C(F)(F)F)c(C)c2oc1=O
?	·	Cc1ccc(S(=O)(=O)Nc2nc(C)c(C)s2)cc1
?	·	Cc1cc(C(=O)CSc2nnc(-c3ccc(F)cc3)o2)c(C)n1CC1COc2ccccc2O1 (stereo not given)
?	·	Cc1cccc(S(=O)(=O)c2c(N)n(Cc3ccco3)c3nc4ccccc4nc23)c1
?	·	COc1cc(-c2nc3oc4ccccc4c(=O)c3c(=O)n2Cc2ccco2)cc(OC)c1OC
i	6	O=C(CN(Cc1ccccc1Cl)C(=O)CCC(=O)Nc1nccs1)NCC1CCCO1 (stereo not given)
17%	9	Cc1cc(OCCN2CCOCC2)nc2ccccc12

# Molecules shown so far with a CF3 group, in the order listed:
S3 lipid droplet	S3 lipid droplet cell count max	Compound
?	·	O=C1CC(N2CCN(S(=O)(=O)c3cccc(C(F)(F)F)c3)CC2)C(=O)N1Cc1ccccc1 (stereo not given)
-7%	-1	Cc1c(C)c2ccc(Oc3ccc([N+](=O)[O-])cc3C(F)(F)F)c(C)c2oc1=O

# The results go on.
S3 lipid droplet	S3 lipid droplet cell count max	Compound
-7%	10	O=C(/C=C\NCC(=O)c1ccccc1)c1ccc(F)cc1
?	·	CCOc1ccc2nc(N3CCCC(C(=O)NCCCN4CC(C)CC(C)C4)C3)sc2c1 (stereo not given)
?	·	Cc1cc(F)ccc1NC(=S)NCCc1ccccc1
?	·	Cc1scc(C(=O)N2CCN(c3ccc(Cl)cc3)CC2)c1C
?	·	Cc1ccc(C)c(S(=O)(=O)N2CCN(C(=O)CNC(=O)c3ccc4ccccc4c3)CC2)c1
?	·	Cc1cc(C)n(C(=O)c2ccc([N+](=O)[O-])c(Cl)c2)n1
?	·	O=C(NCC1(c2ccccc2)CCCC1)c1ccccc1Br
?	·	C=CCNC(=O)C(=O)NCC1CCCN1S(=O)(=O)c1cccs1 (stereo not given)
i	·	Cc1ccn2c(=O)nc(SCC(=O)NCCc3ccccc3)nc2c1
?	·	O=C(CN1CCCCCC1)Nc1ccc([N+](=O)[O-])cc1Br
i	12	COc1ccc(NC(=S)N2CCN(C(=O)C3CCCO3)CC2)cc1 (stereo not given)
?	·	CCCC(=O)Oc1ccc(C2NC(=O)c3ccccc3O2)cc1 (stereo not given)
-27%	·	C=CCNC(=S)Nc1ccccc1
-16%	3	COc1ccc(C)cc1NC(=O)CN1CCN(S(=O)(=O)c2ccc(Br)cc2)CC1
?	·	O=C(CN1C(=O)S/C(=C\c2ccc(-c3cc(C(=O)O)ccc3Cl)o2)C1=O)Nc1ccc2c(c1)OCO2
-2%	-5	Cc1ccccc1CCNC(=O)c1ccc(Cl)c(S(=O)(=O)N2CC(C)OC(C)C2)c1 (stereo not given)
i	·	CC(=O)NCCc1nc2cc(NC(=O)c3ccccc3C)ccc2n1C
?	·	COc1cc(C2C(C#N)=C(N)Oc3c2c(-c2ccccc2)nn3-c2ccccc2)cc(OC)c1OC (stereo not given)
-11%	-1	Cc1ccc(P(=O)(OCCN2CCOCC2)C(C)(C)C)o1 (stereo not given)
5%	18	CC(C)C(c1nnnn1CCc1ccccc1)N1CCSCC1 (stereo not given)
15%	1	Cc1ccc(S(=O)(=O)N(CCC(=O)Nc2ccc(OC(F)(F)F)cc2)c2ccccc2)cc1
?	·	Cc1ccccc1/C=C\c1nc2ccccc2c(=O)[nH]1
?	·	O=C(Nc1ccc(Cl)cc1C(=O)Nc1ccccn1)c1ccco1
13%	-13	COc1ccc(F)cc1CN1CCN(CC(=O)Nc2ccccc2C(=O)NC2CC2)CC1
?	·	COc1ccc(-c2[nH]ncc2-c2nc(C)cs2)c(O)c1
9%	5	CCOC(=O)C1(CCCc2ccccc2)CCN(C(=O)c2ccoc2)CC1
?	·	O=C(NC(=S)Nc1ccccc1Cl)C1CC1
10%	-4	COc1ccc(-c2csc(NC(=O)CSC(C)C(=O)Nc3cc(C)on3)n2)cc1OC (stereo not given)
7%	9	Cc1ccccc1/C=N/NC(=O)Cn1nnc(N)n1
?	·	COc1ccc(C(=O)Nc2ccc(/C(C)=N/NC(=O)c3ccccc3O)cc2)cc1OC
?	·	O=C(NCc1ccccn1)c1cc2cc(Br)ccc2oc1=O
18%	29	CCN(CC)c1nc(Oc2ccc(=O)[nH]n2)nc(N2CCOCC2)n1
9%	20	O=C(CSc1ccc(-c2ccccn2)nn1)NC1CCCC1
6%	-10	N#CCC(=O)Nc1ccc(C(=O)OCC(=O)NNC(=O)c2cccs2)cc1
-11%	0	COc1ccc(C(=O)/C=C/c2ccc(OC)c(COc3ccc(F)cc3)c2)cc1
?	·	N/C(=N\OC(=O)Cc1ccc([N+](=O)[O-])cc1)c1ccccn1
7%	-19	CC(C)OC(=O)Cc1nc2sc(-c3ccccc3)cc2c(=O)[nH]1
?	·	COc1cc(NC(=O)CSc2nnc(-c3ccncc3)n2C2CCCCC2)ccc1NC(=O)c1ccco1
?	·	CC(C)C(NC(=O)c1c(F)cccc1F)C(=O)N1CCN(c2ccccc2F)CC1 (stereo not given)
18%	14	CC(=O)N/C(=C\c1ccccc1)C(=O)OCC(=O)NC(=O)c1ccccc1
i	21	CC1=C(C(=O)Nc2ccccc2)C(c2ccc(C)o2)n2c(s/c(=C\c3ccco3)c2=O)=N1 (stereo not given)
?	·	CCCCOC(=O)n1c(SCC(=O)N(CC)CC)nc2ccccc21
-19%	7	O=C(O)C1=C[C@@H](c2coc3ccccc3c2=O)C[C@@H](OCc2ccc(CO)cc2)O1
9%	6	Cc1[nH]c(=S)[nH]c(=O)c1CCC1OCCO1
-9%	1	CC(=O)Nc1ccc(C(=O)N2CCc3cc4c(cc3C2C)OCCCO4)cc1 (stereo not given)
?	·	COC(=O)c1ccc(-n2nnnc2SCC(=O)Nc2ccccc2C(=O)OC)cc1
?	·	O=C(Cc1ccccn1)c1ccc(F)cc1
?	·	CCOC(=O)C1=C(C)N=c2s/c(=C/c3ccc(OCC(=O)O)cc3)c(=O)n2C1c1ccc(SC)cc1 (stereo not given)
-23%	2	O=C(CN(c1ccccc1)S(=O)(=O)c1ccccc1)NCCSc1nc2ccccc2s1
?	·	CCN(CC)S(=O)(=O)c1ccc(/C=C/C(=O)NC2CCCCC2)cc1
3%	-1	C=CC[n+]1ccn(-c2nc3ccccc3nc2[N-]S(=O)(=O)c2cccs2)c1
?	·	CCO[C@H]1OC(C(=O)NCc2nc3ccccc3[nH]2)=C[C@@H](c2ccc(C(F)(F)F)cc2)[C@@H]1CCCO
0%	6	CCOc1cc(/C=N/Nc2nc(-c3cccs3)c(NC(C)=O)s2)ccc1O
20%	21	Cc1ccc(NC(=S)NN(C)c2nc(C)cnc2C)cc1
12%[0.0737 µM]	·	Cc1cccnc1NC(=O)C1CC(=O)N(c2ccc3c(c2)OCCO3)C1 (stereo not given)
0%	0	O=C(NNC1=Nc2ccccc2SC1)c1cccc([N+](=O)[O-])c1

# Arranged by formula weight (low to high): some entries from above
S3 lipid droplet	S3 lipid droplet cell count max	Compound
?	·	O=C(Cc1ccccn1)c1ccc(F)cc1
9%	6	Cc1[nH]c(=S)[nH]c(=O)c1CCC1OCCO1
?	·	N/C(=N\OC(=O)Cc1ccc([N+](=O)[O-])cc1)c1ccccn1
9%	20	O=C(CSc1ccc(-c2ccccn2)nn1)NC1CCCC1
0%	0	O=C(NNC1=Nc2ccccc2SC1)c1cccc([N+](=O)[O-])c1
12%[0.0737 µM]	·	Cc1cccnc1NC(=O)C1CC(=O)N(c2ccc3c(c2)OCCO3)C1 (stereo not given)
?	·	CCCCOC(=O)n1c(SCC(=O)N(CC)CC)nc2ccccc21
?	·	CCN(CC)S(=O)(=O)c1ccc(/C=C/C(=O)NC2CCCCC2)cc1
18%	14	CC(=O)N/C(=C\c1ccccc1)C(=O)OCC(=O)NC(=O)c1ccccc1
-9%	1	CC(=O)Nc1ccc(C(=O)N2CCc3cc4c(cc3C2C)OCCCO4)cc1 (stereo not given)
6%	-10	N#CCC(=O)Nc1ccc(C(=O)OCC(=O)NNC(=O)c2cccs2)cc1
-11%	0	COc1ccc(C(=O)/C=C/c2ccc(OC)c(COc3ccc(F)cc3)c2)cc1
3%	-1	C=CC[n+]1ccn(-c2nc3ccccc3nc2[N-]S(=O)(=O)c2cccs2)c1
0%	6	CCOc1cc(/C=N/Nc2nc(-c3cccs3)c(NC(C)=O)s2)ccc1O
?	·	CC(C)C(NC(=O)c1c(F)cccc1F)C(=O)N1CCN(c2ccccc2F)CC1 (stereo not given)
?	·	COC(=O)c1ccc(-n2nnnc2SCC(=O)Nc2ccccc2C(=O)OC)cc1
i	21	CC1=C(C(=O)Nc2ccccc2)C(c2ccc(C)o2)n2c(s/c(=C\c3ccco3)c2=O)=N1 (stereo not given)
-23%	2	O=C(CN(c1ccccc1)S(=O)(=O)c1ccccc1)NCCSc1nc2ccccc2s1
?	·	CCO[C@H]1OC(C(=O)NCc2nc3ccccc3[nH]2)=C[C@@H](c2ccc(C(F)(F)F)cc2)[C@@H]1CCCO
?	·	CCOC(=O)C1=C(C)N=c2s/c(=C/c3ccc(OCC(=O)O)cc3)c(=O)n2C1c1ccc(SC)cc1 (stereo not given)
?	·	COc1cc(NC(=O)CSc2nnc(-c3ccncc3)n2C2CCCCC2)ccc1NC(=O)c1ccco1

# Following part.
S3 lipid droplet	S3 lipid droplet cell count max	Compound
?	·	O=C(Nc1ccccc1N1CCCC1)C1CCN(S(=O)(=O)c2ccccc2C(F)(F)F)CC1
i	-7	Cc1ccc(NS(=O)(=O)c2ccc(-n3cccn3)cc2)cc1C
9%	17	COc1cc(C2SC(C)C(=O)N2CCc2ccccc2)cc(OC)c1OC (stereo not given)
-7%	5	CC1Oc2ccccc2N(CC(=O)c2ccc(F)cc2)C1=O (stereo not given)
?	·	Cc1ccc(C(=O)N2CC(=O)Nc3ccc(C)cc3C2c2ccccc2)cc1 (stereo not given)
?	·	Cc1ccc(CC(=O)NCc2ccc(F)cc2)cc1
?	·	CC1(C)Cc2c(sc3c2C(=O)N(c2ccccc2)C2=NCCCN23)CO1
?	·	COc1ccc(N=C2SC(CC(=O)Nc3ccccc3)C(=O)N2CCc2ccccn2)cc1 (stereo not given)

# In another format: entries from further up
# Sequence of screens – S3 lipid droplet, S3 lipid droplet cell count max
Cc1ccc(NS(=O)(=O)c2ccc(-n3cccn3)cc2)cc1C
 : i, -7
COc1cc(C2SC(C)C(=O)N2CCc2ccccc2)cc(OC)c1OC (stereo not given)
 : 9%, 17

# Other compounds follow:
S3 lipid droplet	S3 lipid droplet cell count max	Compound
-25%	1	Cc1cccc(NC(=O)CSCC(=O)N(C)CC(=O)Nc2cccc(F)c2)c1
?	·	Cc1ccc(C)c(S(=O)(=O)N2CCN(CC(=O)NC(C)c3ccccc3)CC2)c1 (stereo not given)
3%	-7	COC(=O)C(NS(=O)(=O)c1ccc(NC(C)=O)cc1)C(C)C (stereo not given)
-8%	9	S=C(Nc1ccc(Cl)cc1)N1CCN(C2CCCCC2)CC1
?	·	COc1ccc(N2CCN(C(=O)c3ccc(Br)o3)CC2)cc1
?	·	Cn1c(SCC(=O)N2CCCC2)nnc1-c1cccs1
-27%	-18	CN(c1cccc(NC(=O)CN(c2cccc(Cl)c2)S(=O)(=O)c2ccc(Cl)cc2)c1)S(C)(=O)=O
?	·	Cc1ccc(C(=O)/C=C/c2c[nH]c3ccccc23)cc1
6%	9	NNc1nccc(Nc2ccccc2C(=O)O)n1
-2%	3	Cn1c(C(=O)O)c(C=O)c2ccccc21
i	·	Cc1noc(C)c1CSc1nc2cc(S(=O)(=O)N3CCOCC3)ccc2o1
?	·	CCN1CCN(Cc2ccc(NC(=O)c3cc(NC(=O)c4cncc(-c5cccs5)c4)cc(OC)c3)cc2C(F)(F)F)CC1
0%	6	O=C(N/N=C/c1ccc([N+](=O)[O-])cc1)c1cc(C2CC2)nc2ccccc12
?	·	Cc1nn(-c2ccccc2)c2c1C(c1ccc(Br)s1)C(C#N)=C(N)O2 (stereo not given)
3%	-5	CC(c1ccccc1)n1cc(C(=O)NCCCn2ccnc2)nn1 (stereo not given)
6%	4	Cc1nc(Sc2ccc(Br)cc2)c(C#N)c(C)c1[N+](=O)[O-]
?	·	CCOC(=O)N1CCN(C(=O)c2ccc3c(c2)N(Cc2ccccc2)CCS3)CC1
?	·	COc1cccc(CNCc2ccccn2)c1OC
